# NPR2 activator: GC-B (human) receptor activation; P20594; HEK293-GC-B cells, CNP EC30, cGMP TR-FRET; 0% at EC30 CNP, 100% saturating CNP; activation, % at 10 µM; hit rate 0.11% among 370,000; AID 1920062;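 active = activation at 10 µM reaching about 35% in either raw or pattern-adjusted values, limit read from the data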
# NPR1 activator: GC-A (human) enzyme activation; P16066; HEK293 GC-A cells, cGMP TR-FRET, EC30 ANP; 0% at EC30 ANP, 100% saturating ANP; activation, % at 10 µM; hit rate 0.14% among 370,000; in the data active = activation above about 40%
# proKLK7 act: activates the human kallikrein-7 zymogen. purified proKLK7, EDANS-DABCYL substrate fluorescence; 100% is mature enzyme control, 0% vehicle. activation, % at 7 µM. hit rate 0.9% among 370,000. AID 652039;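 active = activation above the mean of all tested compounds plus 3 SD, computed per campaign excluding outliers beyond control limits, cut at about 13% in these data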
# Target sequence (P49862 whole entry, looked up): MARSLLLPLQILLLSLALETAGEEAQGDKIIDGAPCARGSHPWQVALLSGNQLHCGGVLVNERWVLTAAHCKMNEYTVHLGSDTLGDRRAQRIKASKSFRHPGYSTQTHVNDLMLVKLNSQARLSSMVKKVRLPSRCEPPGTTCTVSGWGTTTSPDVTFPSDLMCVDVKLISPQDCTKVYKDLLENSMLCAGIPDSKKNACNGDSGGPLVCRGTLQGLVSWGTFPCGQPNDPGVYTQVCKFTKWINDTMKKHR
# ASAP1 GAP inh: inhibitors of human ASAP1 ArfGAP activity. ASAP1-stimulated ARF1 GTP hydrolysis, GDP FP detection. hit rate 0.19% among 360,000. inhibition, % at 16.5 µM. Q9ULH1; in the data active = inhibition above about 25%;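 note: 0% = vehicle with enzyme and substrate and 100% = no enzyme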
# sPLA2-III inh: Blocks human group III sPLA2 activity; inhibition, % at 12.2 µM; Q9NZ20; QFRET BODIPY PC-A2 liposome hydrolysis, fluorescence; hit rate 0.56% among 370,000;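 active = inhibition above mean plus 3 SD of compounds lying within the high and low control bounds, cut at about 19% in these data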;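 note: 0% = median of test compound wells and 100% = no enzyme DMSO wells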
# Target sequence (Q9NZ20 whole entry, looked up): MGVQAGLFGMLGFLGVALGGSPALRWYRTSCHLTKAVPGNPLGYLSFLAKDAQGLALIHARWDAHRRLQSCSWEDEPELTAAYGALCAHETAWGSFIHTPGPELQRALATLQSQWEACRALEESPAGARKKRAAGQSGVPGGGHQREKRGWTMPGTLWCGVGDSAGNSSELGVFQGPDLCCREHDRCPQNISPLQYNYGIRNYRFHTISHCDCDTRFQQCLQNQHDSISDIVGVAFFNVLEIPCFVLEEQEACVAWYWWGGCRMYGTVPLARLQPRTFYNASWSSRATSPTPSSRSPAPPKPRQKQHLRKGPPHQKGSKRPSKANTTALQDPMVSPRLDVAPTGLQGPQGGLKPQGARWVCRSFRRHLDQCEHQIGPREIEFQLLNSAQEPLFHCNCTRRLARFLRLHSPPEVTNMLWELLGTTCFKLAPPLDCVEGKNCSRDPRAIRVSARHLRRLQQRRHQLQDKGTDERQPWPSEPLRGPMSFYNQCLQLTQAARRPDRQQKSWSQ
# ARFGAP1 inh: rat ARFGAP1 inhibition; hit rate 0.26% among 360,000; Q62848; inhibition, % at 16.5 µM; Arfgap1-stimulated ARF1 GTP hydrolysis, GDP FP detection; AID 651572;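 active = inhibition above a per-plate limit, mean inhibition of low control wells plus 3 SD, cut at about 25% in these data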;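 note: 0% = DMSO wells with enzyme and 100% = wells lacking Arfgap1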
# Target sequence (Q62848 1-136 limits assumed): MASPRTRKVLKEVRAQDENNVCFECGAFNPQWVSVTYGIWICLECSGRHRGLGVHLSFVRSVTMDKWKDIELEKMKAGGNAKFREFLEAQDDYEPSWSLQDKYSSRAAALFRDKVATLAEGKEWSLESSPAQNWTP
#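 Material – truncated rat Arfgap1 GAP domain · Buffer or medium – HEPES-based buffer, pH 7.5 · Reagent – human ARF1(Δ1-17)-GTP substrate · Dosing – 16.5 µM single point, 1.26% DMSO · Schedule – GTP hydrolysis reaction 2 h at 25 °C · Technique – GDP detection by fluorescence polarization · Benchmarks – No-Arfgap1 wells (100%) versus DMSO full-reaction wells (0%) · Repeats – single replicate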
# ADAM10 inh: inhibits human ADAM10; O14672; inhibition, % at 7 µM; AID 720582; recombinant ADAM10, EDANS/DABCYL FRET peptide cleavage, 3 h; hit rate 0.62% among 370,000;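 active = inhibition above a per-campaign cutoff equal to the mean of compounds falling between control-based bounds plus 3 SD, cut at about 20% in these data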;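 note: 0% = DMSO wells while the 100% control is not disclosed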
# rCAG binder: molecules binding r(CAG) RNA repeats; r(CAG) RNA repeat, TO-PRO-1 dye displacement fluorescence; hit rate 1.3% among 370,000; inhibition, % at 3 µM;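 active = inhibition above the plate cutoff, the mean of all test compounds on that plate plus 3 SD, cut at about 35% in these data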;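 note: 0% = DMSO alone and 100% = 100 µM mitoxantrone as full dye displacement; higher means more dye released from RNA so lower well fluorescence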
# Tn6 DDE FP: disrupts Tn6 cyclic peptide binding to fibrin D-Dimer-E complex; P02675; Fibrin DD(E) TRITC-Tn6 fluorescence polarization displacement; inhibition, % at 8.3 µM; hit rate 0.21% among 370,000; AID 720509;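 active = inhibition above a per-campaign cutoff: mean of compounds within control limits plus 3 SD, cut at about 15% in these data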;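 note: 0% = median of all compound wells on the plate and 100% = blocking peptide control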
# GAA850 FXN act: increases GAA850 frataxin promoter reporter activity; AID 540364; HEK293 lucGAA850 FXN promoter luciferase reporter, 24 h; percent of 10 µM SAHA response; hit rate 0.56% among 360,000; activation, % at 6 µM;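 active = activation above the average of all compounds screened plus 3 SD, cutoff fixed separately per campaign, cut at about 7.5% in these data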;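 note: 0% = DMSO wells and 100% = 10 µM SAHA wells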
# The depositor's hits bear a star; / = no result given.
SMILES,NPR2 activator,NPR1 activator,proKLK7 act,ASAP1 GAP inh,sPLA2-III inh,ARFGAP1 inh,ADAM10 inh,rCAG binder,Tn6 DDE FP,GAA850 FXN act
C=CCNC(=O)/C(=C/c1cccc([N+](=O)[O-])c1)NC(=O)c1ccccc1,6,3,-0.1,1,5,-7,1,3,1,-0.9
COC(=O)c1sc(NC(=O)CSc2n[nH]c(N)n2)c(C(=O)OC)c1C,-2,0,-0.4,10,-16,-2,0,16,1,2.5
CC(C)(C)NC(=O)C(c1ccc(F)cc1)N(Cc1ccco1)C(=O)Cn1nnc(-c2cccs2)n1 (stereo not drawn),0,-5,0.4,1,2,-6,11,0,3,-5.6
O=[N+]([O-])c1ccc(Sc2cccc3cccnc23)cc1,-3,7,-0.4,0,-5,4,6,-4,8,9.3*
O=C1CC(c2ccccc2)CC(O)=C1C=Nc1ccc(Cl)cc1 (stereo not drawn),-4,-1,-0.5,1,-4,1,1,2,-3,2.4
O=C(CN1CCCCCC1=O)N1CCN(S(=O)(=O)c2cccs2)CC1,3,5,0.3,-8,-2,-11,0,0,2,1.8
O=Nc1c(-c2ccccc2)[nH]n(-c2ccccc2)c1=O,-5,-2,-0.1,3,-33,-9,9,8,-8,-2.8
OC1CCCC1,-2,1,0.5,-15,-1,-17,-3,1,3,-0.9
CCOc1ccc(NC(=O)CC2C(=O)N(c3ccccc3)C(=O)N2Cc2ccccn2)cc1 (stereo not drawn),0,6,-0.2,-2,-5,-3,0,2,6,-2.7
Cc1c(NC(=O)C(=O)/C=C(\O)c2ccc(Br)cc2)c(=O)n(-c2ccccc2)n1C,2,2,-0.3,-7,-27,-4,6,17,2,0.8
CCn1c(-c2csc(-c3ccc(Cl)cc3)n2)n[nH]c1=S,-4,0,0.2,12,-4,6,-2,4,1,-0.5
O=C(Nc1ccc([N+](=O)[O-])cc1)/C(=C/c1cccc([N+](=O)[O-])c1)NC(=O)C1CCCCC1,-1,-1,0.2,-12,-6,-7,3,7,-5,-6.3
COc1ccc(/C=C/C(=O)N2CCN(c3ccccc3)CC2)cc1S(=O)(=O)N1CCOCC1,-3,0,0.2,-10,5,-15,0,-2,5,-2.0
O=S(=O)(c1cccc2cccnc12)N1CCc2ccccc21,-8,-5,-0.4,-6,-12,-10,2,1,1,0.3
O=C(Cn1c(=O)n(-c2ccc(F)cc2)c(=O)c2sccc21)N1CCCC1,1,3,0.0,13,-2,12,-2,-4,3,1.4
COc1ccc(-n2ccnc2SCC(=O)c2c(N)n(C3CC3)c(=O)[nH]c2=O)cc1,0,0,0.5,6,-2,4,2,4,0,1.6
COc1ccc(CCN=C(N)NS(=O)(=O)c2ccc(F)cc2)cc1,-1,0,0.2,1,0,5,-1,0,3,2.0
O=C1CC(C(=O)Nc2ccc(Cl)cc2)n2ncnc2N1 (stereo not drawn),-3,-6,0.3,3,5,5,6,6,-4,0.3
CC1=C(C(=O)N2CCCCCC2)CC(CC(=O)NC2CCCCC2)C(=O)N1CCC1=CCCCC1 (stereo not drawn),-1,-1,0.3,4,5,5,-8,-1,0,/
O=C(CNC(=O)c1sc2ccccc2c1Cl)NC1CC1,5,3,-0.9,1,1,-2,5,3,-4,4.8
O=C(Nc1ccccc1)Nc1ccccc1C(=O)NCc1ccccc1,6,7,-0.4,-1,-10,-2,-25,-3,2,2.7
CCOC(=O)CN1C(c2ccccc2O)Nc2ccc(Br)cc2C1c1ccccc1 (stereo not drawn),-9,-19,0.6,6,-5,4,8,-2,1,1.0
COCCNC(=O)/C(C#N)=C/c1cc(Br)c(O)c(OC)c1,5,-1,-0.3,9,12,-4,7,0,2,0.4
CCOc1ccc(NC(=O)CCC(=O)c2ccc(-c3ccccc3)cc2)cc1,-2,0,0.8,-1,0,0,-3,0,3,-0.2
CCN(CC)S(=O)(=O)c1ccc(N2CCOCC2)c(NC(=O)COc2ccc(C#N)cc2)c1,-2,-2,-0.2,-9,-2,10,2,0,0,1.3

# Part of the list above in order of length of the SMILES, rising.
SMILES,NPR2 activator,NPR1 activator,proKLK7 act,ASAP1 GAP inh,sPLA2-III inh,ARFGAP1 inh,ADAM10 inh,rCAG binder,Tn6 DDE FP,GAA850 FXN act
CCn1c(-c2csc(-c3ccc(Cl)cc3)n2)n[nH]c1=S,-4,0,0.2,12,-4,6,-2,4,1,-0.5
C=CCNC(=O)/C(=C/c1cccc([N+](=O)[O-])c1)NC(=O)c1ccccc1,6,3,-0.1,1,5,-7,1,3,1,-0.9
CCN(CC)S(=O)(=O)c1ccc(N2CCOCC2)c(NC(=O)COc2ccc(C#N)cc2)c1,-2,-2,-0.2,-9,-2,10,2,0,0,1.3
O=C(Nc1ccc([N+](=O)[O-])cc1)/C(=C/c1cccc([N+](=O)[O-])c1)NC(=O)C1CCCCC1,-1,-1,0.2,-12,-6,-7,3,7,-5,-6.3

# Carrying on.
SMILES,NPR2 activator,NPR1 activator,proKLK7 act,ASAP1 GAP inh,sPLA2-III inh,ARFGAP1 inh,ADAM10 inh,rCAG binder,Tn6 DDE FP,GAA850 FXN act
O=C(O)c1cnccn1,2,2,-0.4,-14,12,-6,4,3,-7,0.8
O=C(CSc1nc(-c2cccs2)cc(C(F)(F)F)n1)Nc1cc(OCC(F)(F)F)cc([N+](=O)[O-])c1,-6,-3,0.4,4,-1,12,5,1,-1,-4.5
O=C(CN(C(=O)c1csnn1)c1ccc(F)c(Cl)c1)NC1CCCCC1,-1,-1,-0.2,-17,-1,-8,-1,-2,7,0.3
O=C(c1ccccc1Sc1ccccc1[N+](=O)[O-])N1CCCCC1,1,-3,0.3,-1,-1,-3,-3,-5,4,1.8
CCCCN(C=O)c1c(CC)nc2ccc(C(=O)N(CC)CCN(C)C)cn12,4,2,-0.6,-14,5,4,-13,-2,-2,2.1
CCCC(CCC)=NNc1ccc(S(=O)(=O)Nc2ccccc2OC)cc1[N+](=O)[O-],2,-3,-0.2,-6,1,-4,6,4,3,1.2
Cc1cccc(C(=O)N2CCN(c3ccc([N+](=O)[O-])c(N4CCOCC4)c3)CC2)c1,-4,2,0.4,15,-3,8,1,-5,1,-1.5
CNC(=O)C(C)NS(=O)(=O)c1ccc(F)cc1 (stereo not drawn),0,0,-0.4,-11,3,-2,-6,0,-3,0.9
CCOC(=O)CCCCCN1C(=O)c2cccc3cccc(c23)C1=O,0,1,-4.1,7,0,-7,-33,-2,-4,0.7
Cc1cc2c3c(c1)C(C)(c1ccccc1)CC(C)(C)N3C(=O)C21C(C#N)=C(N)OC2=C1C(=O)CC(C)(C)C2 (stereo not drawn),-2,-3,-0.1,-2,-7,1,17,2,-1,-1.5
COc1ccccc1NC(=O)N1CCCC1C(=O)NCC1CCCO1 (stereo not drawn),4,-1,-0.1,11,6,4,-4,-4,-4,0.3
CCOC(=O)c1cnc2ccc(C(=O)OC)cc2c1Nc1ccc2c(c1)OCCO2,20,14,-0.7,-9,1,-7,2,0,-2,2.1
O=C(Nc1ccccc1-c1nc2ccccc2s1)c1cccnc1,-6,-5,-2.0,1,6,-9,4,3,-9,2.6
COc1ccc(NCC(=O)N/N=C/c2ccc3c(c2)OCCO3)cc1,2,5,-0.5,4,5,-3,5,3,5,1.8
Cc1ccc(NC(=O)CSCC#N)cc1,6,6,-0.2,2,1,0,-1,-1,0,-1.3
CCOc1ccccc1C(=O)NCc1ccc2c(c1)OCO2,3,2,0.5,3,1,2,2,-4,8,-1.3
CCOC(=O)c1csc(-c2csc(CCNC(=O)c3ccccc3)n2)n1,2,-2,-0.3,11,3,2,-6,2,-4,-0.9
Cn1cccc1C(=O)Nc1nccs1,-1,-4,-0.4,12,-3,9,3,1,7,3.4
O=C(NNc1nc2ccc(Cl)cc2s1)c1cc(-c2cccs2)nc2ccccc12,3,3,5.8,-1,28*,15,-353,55*,-3,-1.6
O=C1c2cccnc2C(Nc2ccc(Cl)cc2)N1Cc1cccs1 (stereo not drawn),-6,-8,-0.5,-9,0,-19,3,-2,7,1.2
N#Cc1ccc(-c2nc3ccc(Cl)cn3c2Cc2cccc(Cl)c2)cc1,4,3,-2.2,-17,-36,2,-29,19,3,/
O=C(Nc1cccc(NC(=O)c2ccc(-c3ccc(Br)cc3)o2)c1)c1ccccc1,4,6,0.7,-12,6,3,-6,-1,1,0.4
Cc1ccc(N2CC(C(=O)NCCc3ccc(S(N)(=O)=O)cc3)CC2=O)cc1 (stereo not drawn),-4,-3,-0.7,3,-1,-10,-6,2,0,1.2
O=C(Nc1ccc(NC(=O)c2ccccc2F)cc1)c1cccs1,3,0,5.3,-8,7,-1,-24,5,2,1.9
CCCCCCCCCCCC(=O)c1c(O)cccc1O,-3,0,-0.2,28*,-3,14,-5,41*,2,-2.0

# Remaining list, next part.
SMILES,NPR2 activator,NPR1 activator,proKLK7 act,ASAP1 GAP inh,sPLA2-III inh,ARFGAP1 inh,ADAM10 inh,rCAG binder,Tn6 DDE FP,GAA850 FXN act
COc1ccc(CCNC2CCC(c3ccccc3)CC2)cc1 (stereo not drawn),-7,-10,0.2,2,-7,-5,1,3,0,-1.3
CN(C)CCCNCCCNC(=O)/C=N/O,1,1,0.4,5,-1,5,1,-1,4,0.3
COc1cccc(NC(=O)c2cccc(C(=O)Nc3cccc(OC)c3)c2)c1,5,1,0.3,-2,-6,-2,15,5,6,2.2
CN(CC(=O)Nc1cccc(F)c1)C(=O)c1cc(=O)[nH]c2ccccc12,0,0,-0.3,-5,4,-2,-84,2,-1,0.7
O=C(NNC(=O)C(Cl)Cl)c1cnn(-c2ccccc2)c1C(F)(F)F,2,4,-1.1,-7,2,-8,2,0,-4,0.1
Cc1ccc(NC(=O)/C=C/c2ccc(S(=O)(=O)N3CCOCC3)cc2)cc1S(=O)(=O)N(C)C,5,0,0.4,2,-19,18,-6,11,-5,2.8
O=C(CCCN1CC=C(n2c(=O)[nH]c3ccccc32)CC1)c1ccc(F)cc1,2,1,0.0,-11,-9,12,-8,-2,2,0.2
CCOc1cc(N2CCOCC2)c(OCC)cc1NC(=O)c1ccc2ccccc2n1,13,1,-0.3,-10,9,-5,-11,0,1,3.3
CCCOc1ccc(N2CC(C(=O)Nc3ccccc3C(=O)NC)CC2=O)cc1 (stereo not drawn),0,-4,0.2,-1,-10,7,3,-7,7,-1.8
CCN(CC)CCNC(=O)C(Oc1ccccc1)Oc1ccccc1,-10,-21,-0.1,-10,8,6,-4,-5,3,0.2
COC(=O)c1cc(OC)nc2c1c(=O)n(C)c(=O)n2C,1,4,4.7,-5,4,16,-169,0,0,1.9
COc1cc(/C=N/NC(=O)c2ccc(Cl)cc2)ccc1OCC(=O)N1CC(C)OC(C)C1 (stereo not drawn),3,2,1.1,16,-2,16,-1,-3,-5,0.1
COc1ccc(/C=C/C(=O)NC(CCSC)C(=O)O)cc1 (stereo not drawn),5,0,-0.1,7,3,-1,-10,-1,-1,0.5
CCc1nc2ccc(C(=O)NCc3ccccc3OC)cn2c1N(CCC(C)C)CCN(C)C,-3,-2,0.6,-2,-22,-1,-26,-3,2,-7.1
NC(=O)C1(N2CCCCC2)CCN(C(=O)c2cccs2)CC1,-5,2,-0.4,-7,-4,0,9,4,8,1.0
CC(=O)Nc1ccc(N2C(C(C)=O)=NN(c3ccccc3)C2c2cccs2)cc1 (stereo not drawn),-1,-1,0.0,-10,3,0,0,-2,2,-0.7
O=C(CN1C2=NCCCN2c2ccccc21)c1cccs1,1,0,-0.1,9,8,14,4,4,5,-0.4

# Compound activity: PubChem, several laboratories
